# Screening results: PubChem BioAssay, several laboratories
# Measles CPE: protection of cells from measles virus | Measles virus-infected cells, CPE protection, absorbance | 140,000 tested, 1.5% active | protection (pct of control), % at 4 µM; in the data active = protection mostly above about 24%, no sharp cut-off; inactive = mostly below about 26%; note: some compounds called inactive have numbers as strong as hits
# NPY-Y2 antag: blocks the human neuropeptide Y Y2 receptor. P49146. inhibition, % at 2.7 µM. 140,000 tested, 0.99% active. NPY-Y2 expressing cells, antagonist mode; in the data active = inhibition above about 17%;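 note: 0% = vehicle with agonist challenge and 100% = reference antagonist with challenge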
# Target sequence (P49146 whole entry, looked up): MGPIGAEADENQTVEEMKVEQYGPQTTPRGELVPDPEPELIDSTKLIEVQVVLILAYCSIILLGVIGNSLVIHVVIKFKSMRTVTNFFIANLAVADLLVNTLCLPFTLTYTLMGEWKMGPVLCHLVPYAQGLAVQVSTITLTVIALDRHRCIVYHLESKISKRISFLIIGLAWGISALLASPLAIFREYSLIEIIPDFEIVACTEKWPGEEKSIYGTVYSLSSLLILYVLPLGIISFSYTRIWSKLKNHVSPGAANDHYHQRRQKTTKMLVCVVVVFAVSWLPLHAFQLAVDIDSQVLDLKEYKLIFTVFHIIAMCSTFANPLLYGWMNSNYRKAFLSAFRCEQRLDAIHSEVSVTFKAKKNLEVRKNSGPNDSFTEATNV
# MRP-1 activ: activators of MRP-1; 140,000 tested, 0.61% active; viability increase, % at 10 µM; AID 799; H69AR cells + doxorubicin, viability rescue, CellTiter-Glo;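 active = viability gain under doxorubicin at or above a set limit, the compound median plus 3 SD, cut at about 4.7% in these data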;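 note: MRP-1 overexpressing cells given doxorubicin 25 µM after compound pretreatment; 18-22 h compound pretreatment then 72 h with doxorubicin before readout; 0% = doxorubicin-only wells and 100% = vehicle-treated cells without doxorubicin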
# E-sel TNF inh: TNF alpha driven E-selectin expression inhibition; 120,000 tested, 0.71% active; HUVEC TNFa-induced E-selectin immunofluorescence, high content; inhibition, % at 2 µM;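 active = inhibition above the batch mean plus 3 SD, and confirmed as a hit on visual image review, cut at about 43% in these data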;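 note: 0% = TNF-stimulated DMSO wells and 100% = unstimulated control wells; not every result past the cut was called active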
# Yeast life ext: extends the lifespan of yeast; S. cerevisiae growth with nicotinamide, OD615; deaD strain in restrictive glucose medium; inhibition of the nicotinamide effect, % at 10 µM; 130,000 tested, 0.68% active; AID 775;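 active = inhibition above a set limit, placed 3 SD over the median of all compounds, cut at about 26% in these data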;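 note: 0% = nicotinamide-treated wells and 100% = cells grown without nicotinamide; some compounds called inactive have numbers as strong as hits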
#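 assay system = DeaD-strain S. cerevisiae | measured by = absorbance at 615 nm | probe or stimulus = nicotinamide 1.5 mM | buffer or medium = CSMM-D glucose medium, restrictive | times = 48 h at 30 °C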
# GALR2 blocker: GALR2 (human) receptor antagonism; inhibition, % at 4 µM; 140,000 tested, 0.39% active; GALR2-expressing cells, antagonist mode; O43603; AID 828; in the data active = inhibition above about 27%;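 note: cells stimulated with galanin 1-16 at roughly its EC80; 0% = agonist challenge control and 100% = basal control without agonist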
# Target sequence (O43603 whole entry, looked up): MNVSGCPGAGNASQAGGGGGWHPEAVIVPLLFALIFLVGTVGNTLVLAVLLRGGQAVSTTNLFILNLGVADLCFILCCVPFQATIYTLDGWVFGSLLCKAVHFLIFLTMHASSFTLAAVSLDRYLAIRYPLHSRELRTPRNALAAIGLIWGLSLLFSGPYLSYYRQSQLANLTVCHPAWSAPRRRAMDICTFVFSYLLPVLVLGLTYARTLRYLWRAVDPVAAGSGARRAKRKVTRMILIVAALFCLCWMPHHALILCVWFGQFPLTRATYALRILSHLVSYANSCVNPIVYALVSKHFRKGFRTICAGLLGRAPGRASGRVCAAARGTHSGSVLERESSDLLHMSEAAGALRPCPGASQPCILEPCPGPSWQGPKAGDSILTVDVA
# Yeast growth inh: yeast BB579 growth reduction in restrictive medium. inhibition, % at 10 µM. 140,000 tested, 0.51% active. S. cerevisiae BB579 growth, OD615, 48 h;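 active = inhibition above a set limit, 3 SD over the mean compound inhibition, cut at about 44% in these data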; note: inactives centre near -24
#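 Material: Saccharomyces cerevisiae DeaD strain BB579, replicative lifespan model yeast; buffer or medium: CSMM-D restrictive synthetic medium containing dextrose (glucose); compound: 10 µM single dose, DMSO 0.25%; timing: 48 h compound exposure at 30 °C after 4 h preincubation; signal: turbidity as optical density at 615 nm; benchmarks: positive control amphotericin B 10 µg/mL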
# HCT116 PTEN-null: suppresses growth of cells with PTEN deletion; viability, % at 10 µM; HCT116 PTEN-null viability, CellTiter-Glo, 60 h; active compounds read low; 140,000 tested, 1.2% active;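 active = viability at or below a set limit, 4 SD under the median of all tested compounds, cut at about 3.7% in these data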;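 note: PTEN knockout HCT116 line with beta catenin targeted HCT116 as companion control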
# Phagocyt inh: macrophage phagocytosis inhibition; J774A.1 macrophage IgG-bead phagocytosis, imaging; inhibition, % at 5 µM; 110,000 tested, 0.07% active; AID 1029;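 active = inhibition above the mean of the plate negative controls plus 5 SD, cut at about 13% in these data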;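 note: phagocytic index as fraction of beads internalized from green versus red external bead signal; plate controls were DMSO negative control for no effect and cytochalasin-D positive control for full effect; some results beyond the cut were filed as inactive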
# bCat KO growth: beta-catenin-lacking colon tumor cell growth suppression. HCT116 beta-catenin knockout viability, CellTiter-Glo, 60 h; active compounds read low. viability, % at 10 µM. 140,000 tested, 1.5% active;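 active = viability at or under a set limit, the compound median less 4 SD, cut at about 6% in these data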;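 note: 0% = Hyamine 1622 control at 20 µM and 100% = untreated cell control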
# An asterisk follows results filed as active; / = not tested or not shown.
cpd	SMILES	Measles CPE	NPY-Y2 antag	MRP-1 activ	E-sel TNF inh	Yeast life ext	GALR2 blocker	Yeast growth inh	HCT116 PTEN-null	Phagocyt inh	bCat KO growth
1	COc1ccccc1NC(=O)c1cccc(S(=O)(=O)N2CCOCC2)c1	22	0	-0.3	-97	-6	0	-31	98	0	97
2	COc1ccc(CNC(=O)CN(c2cccc(OC)c2)S(C)(=O)=O)cc1	/	-3	-0.8	-22	-5	2	-20	105	-1	100
3	COc1ccc(-c2nc(C#N)c(NCCN(C)C)o2)cc1	3	-1	-1.9	8	-2	0	-20	97	/	98
4	O=C(O)c1ccc(NS(=O)(=O)/C=C/c2ccccc2)cc1	8	-3	0.3	-14	-4	1	2	102	-2	98
5	CCOC(=O)c1[nH]c2ccc(OC)cc2c1NC(=O)C(C)N1CCC2(CC1)OCCO2 (stereo unspecified)	10	-2	-2.8	/	5	1	-32	88	2	93
6	Cc1coc(C)c1C(=O)CC1(O)C(=O)N(Cc2ccccc2)c2ccccc21 (stereo unspecified)	13	-1	-1.6	19	4	-6	-25	95	-1	93
7	CCC(=O)Nc1sc2c(c1C#N)CC(C)(CC)OC2 (stereo unspecified)	26	-1	-0.4	-10	-21	-8	-9	72	/	82
8	Cc1nnc(NC(=O)C(C)Oc2ccc3c(C)cc(=O)oc3c2)s1 (stereo unspecified)	6	2	7.7*	-49	-4	-2	-28	100	4	88
9	CC(C)CCn1nnnc1C(c1ccccc1)N1CCC(C(N)=O)CC1 (stereo unspecified)	12	1	-1.1	-3	-6	5	4	98	/	87
10	Cn1nc(C(=O)NCc2cccs2)c2ccccc2c1=O	20	3	-1.7	-18	-5	13	-22	89	3	96
11	c1ccc(C(c2ccccc2)N2CCN(c3nc4ccccc4n4cnnc34)CC2)cc1	43	5	6.7*	6	-3	-1	-30	9	1	11
12	CN(C)c1nc(OCCNC(=O)Nc2ccccc2)nc(N2CCOCC2)n1	21	4	-0.3	4	-3	-4	-18	101	0	101
13	CCOC(=O)c1cc2sccc2n1CCCN1C(=O)c2ccccc2C1=O	10	9	0.3	10	-2	-2	-36	91	0	85
14	CCCS(=O)(=O)N1CCC(C(=O)N2CCCC2)CC1	3	1	-1.6	-26	-18	-5	-34	99	-1	95
15	CCCCOC(=O)c1ccc(NC(c2ccc(C)cc2)P(=O)(OC)OC)cc1 (stereo unspecified)	12	3	-1.2	/	18	2	-40	82	-4	89
16	Nc1ccc(-c2cc(N)n(-c3ccccc3)n2)cc1	8	-1	-0.1	19	-6	-6	-16	86	-1	87
17	CCOc1ccc(NC(=O)CCCOc2cc(=O)n(C)c3ccccc23)cc1	11	2	-1.9	4	-2	4	-21	93	0	84
18	Cn1c(CN2CCCCC2)nc2cc(NC(=O)c3ccccc3)ccc21	4	0	-1.7	-10	-10	3	-28	84	-1	88
19	CC(C)NC(=O)c1ccccc1NC(=O)C1COc2ccccc2O1 (stereo unspecified)	4	-1	-0.1	-34	/	3	-43	86	/	89
20	O=C(c1ccc(Cn2cc(Cl)cn2)cc1)N1CCN(c2ccccc2)CC1	10	6	-1.2	-54	-15	1	-33	89	0	84
21	O=C(NCc1ccco1)Nc1ccc2nsnc2c1	2	2	-3.0	-7	-10	12	-30	59	-1	63
22	CCCC(=O)Nc1ccc(NC(=O)Cc2ccccc2)cn1	11	2	-0.7	24	-11	-10	-16	103	-1	109
23	CCOC(=O)c1c(C)c(-c2ccccc2)n(CC(=O)NCCC(C)C)c1C	3	1	-1.7	/	-7	-7	-48	83	0	87
24	Fc1cccc(NCc2ccoc2)c1	3	0	-1.4	/	-16	5	-31	91	-1	89
25	COc1ccc(S(=O)(=O)CCC(=O)Nc2ccc(OC)cc2OC)cc1	24	3	-1.4	-14	/	2	-29	92	/	92
26	COc1ccc(C)cc1NC(=O)c1cc2c(s1)CCC2	20	10	-3.4	2	-7	0	-28	74	-1	77
27	O=C(COC(=O)Cc1ccc2c(c1)OCCO2)Nc1ccc(S(=O)(=O)N2CCCC2)cc1	10	0	-1.7	-19	-10	-11	1	107	-1	98
28	Cc1cc(Cl)ccc1NC(=S)N(CCCN1CCOCC1)Cc1cccs1	25	3	-3.5	/	1	-1	-24	75	-9	78
29	COC(=O)c1c(S(C)(=O)=O)nc(-c2ccccc2)[nH]c1=O	19	2	-0.9	6	7	23	-55	95	-4	90
30	CCC1(CC)NC(=O)N(CC(=O)NCc2ccc3c(c2)OCO3)C1=O	8	-1	0.5	10	-3	-7	-41	102	-1	98

# The list continues:
cpd	SMILES	Measles CPE	NPY-Y2 antag	MRP-1 activ	E-sel TNF inh	Yeast life ext	GALR2 blocker	Yeast growth inh	HCT116 PTEN-null	Phagocyt inh	bCat KO growth
31	COCCNc1oc(COc2cccc(C)c2)nc1C#N	4	3	-1.8	41	-28	-12	-25	94	-1	102
32	CCOC(=O)c1c(C)[nH]c(C)c1C(=O)COC(=O)[C@@H]1CCCN1S(=O)(=O)c1ccc(Cl)cc1	7	3	-1.5	-4	-4	8	-44	57	-1	47
33	CN1CCc2c(c3ccccc3n2Cc2ccccc2)C1	18	10	-3.7	/	-9	1	15	63	0	67
34	Cc1cccc(NC(=O)C2CCN(c3nccc(C)n3)CC2)c1	/	-1	-0.2	-43	-9	1	-61	101	0	99
35	CC(C)OC(=O)CSc1nnc(-c2ccc(Cl)cc2Cl)n1N	3	1	-1.8	/	-10	5	-16	89	0	95
36	CCOC(=O)N1CCN(CCC(=O)Nc2cc(OC)cc(OC)c2)CC1	7	1	-3.5	-6	/	0	14	95	/	104
37	COC(=O)c1cc2sccc2n1Cc1ccc(C)cc1	19	8	-0.6	2	-9	-9	-15	88	1	83
38	CC1(C)CC(=O)C(C=NCCN2CCOCC2)=C(O)C1	4	3	-0.2	/	5	-8	-69	103	-1	89
39	CC1=CCC(Cc2nc3ccccc3o2)C1(C)C (stereo unspecified)	9	2	-1.2	-12	-21	-9	-39	78	1	77
40	CSc1cc(-c2ccc(Cl)cc2)c(C(=O)N2CCCC2)s1	9	6	1.5	14	-12	-4	-32	76	0	77
41	O=C1c2ccccc2C(=O)C1c1nccc2ccccc12	11	4	-2.0	0	-12	13	16	8	-1	5.0*
42	Cc1[nH]c2ccccc2c1C(=O)CN1CCCC1	13	4	-3.8	/	-11	5	-15	98	0	94
43	CCOC(=O)CNC(=O)CSc1nc(N)cc(N)n1	2	1	-1.4	-1	-3	3	-10	104	0	93
44	Cn1c(=O)c2c(nc(N3CCCCC3)n2CCNC2=NCCC2)n(C)c1=O	24	0	0.4	-3	-13	-14	-48	83	0	93
45	O=C(NCCN1C(=O)C2C3C=CC(C3)C2C1=O)Nc1ccccc1 (stereo unspecified)	7	-1	-3.1	/	-1	-2	16	94	0	95
46	Cc1ccc(C(=O)NNC(=O)C(C)Sc2nc(N)cc(N)n2)cc1 (stereo unspecified)	21	-1	-1.4	9	-12	-5	-31	88	-4	101
47	O=C1c2ccccc2C(=O)N1CC1c2ccccc2CCN1C(=O)N1CCOCC1 (stereo unspecified)	8	-1	-3.6	/	-13	-6	-9	95	-1	91
48	CCNS(=O)(=O)c1ccc2nc(NC(=O)/C=C/c3cc(OC)c(OC)c(OC)c3)sc2c1	6	-1	-3.1	/	-1	9	-23	88	-11	88
49	COc1ccccc1N1CCN(C(=O)c2sc3nc(-c4ccccc4)cn3c2C)CC1	3	6	-1.6	3	-9	-3	-38	67	0	72
50	O=C(CCc1ccccc1)Nc1nc2nc(-c3ccccc3)cc(=O)n2[nH]1	18	2	0.9	-28	2	-4	-16	93	0	93
51	COCc1cc(C)nc2sc(C(=O)Nc3nccs3)c(N)c12	18	0	-3.1	5	-9	17	-39	101	-1	95
52	CSc1nnc(C)c(=O)n1COC(=O)c1ccc(S(=O)(=O)N2CCCC2)cc1	5	0	0.5	-19	-4	-5	-18	102	11	88
53	CC(C)CC(=O)NC(=S)NNC(=O)c1ccc([N+](=O)[O-])cc1	6	1	2.9	11	3	7	10	29	-10	27
54	c1ccc(-c2ccc(CN3CCN(c4ncccn4)CC3)cc2)cc1	2	5	-1.6	/	0	2	-42	95	-1	93
55	O=C(Nc1ccc(F)cc1F)c1cc2ncc(Br)cn2n1	16	4	0.8	4	-9	6	-55	106	0	98
56	CC(C)CNC(=O)COC(=O)/C=C/c1ccco1	16	5	1.2	/	-2	12	-5	102	-1	90
57	O=S(=O)(N/N=C\C=C\c1ccccc1)c1ccc(Br)cc1	6	10	-1.1	-8	-9	2	-44	95	/	92
58	O=C(Nc1nnc(-c2ccco2)o1)c1ccc2ccccc2c1	13	12	-2.0	-30	-1	3	-29	57	-5	56
59	C[C@H](CO)NC(=O)[C@H](C)[C@H]1C[C@]1(C)[C@H](NC(=O)OCc1ccccc1)c1ccccc1	17	0	-0.6	-14	3	8	-38	95	/	87
60	COCCCn1c(-c2ccccc2)nc2ccccc2c1=O	10	0	-1.2	10	-7	-1	-73	97	-1	95

# Following part
cpd	SMILES	Measles CPE	NPY-Y2 antag	MRP-1 activ	E-sel TNF inh	Yeast life ext	GALR2 blocker	Yeast growth inh	HCT116 PTEN-null	Phagocyt inh	bCat KO growth
61	CC(C)C1N=C2c3ccccc3N=C(SCC#N)N2C1=O (stereo unspecified)	13	0	-0.8	/	4	-8	-23	97	-2	92
62	O=C1c2ccccc2NC(c2ccc(Cl)cc2Cl)N1O (stereo unspecified)	20	0	-2.8	-4	48	4	-45	8	/	3.5*
63	CC1CCN(c2ccc(C(=O)N3CCOCC3)cc2[N+](=O)[O-])CC1	21	-1	-1.8	28	-4	-2	-68	107	/	96
64	COc1cccc(NC(=O)CSc2nc3c(oc4ccccc43)c(=O)[nH]2)c1	16	7	-0.1	6	2	14	-35	100	-5	97
65	COC(=O)c1ccc(CSc2nc(N)cc(N)n2)cc1	7	1	1.2	0	-14	-5	-20	101	-1	95
66	CCS(=O)(=O)NCCCc1ccccc1	22	-2	-0.8	-27	-19	-3	-35	83	2	83
67	Cc1cc(C)c(S(=O)(=O)N2CCCC(C(=O)NCCC3=CCCCC3)C2)c(C)c1 (stereo unspecified)	18	0	-1.8	1	-17	-6	-67	66	/	72
68	CCOC(=O)Cc1nnc(NC(=O)CSc2nncn2C)s1	7	1	-0.1	10	-7	4	-4	96	0	105
69	CC(=O)Nc1ccccc1OC(C)C(=O)NC(C)c1ccc(F)cc1 (stereo unspecified)	30	3	-0.5	/	-1	-9	-21	95	-7	98
70	Cc1cc(NS(=O)(=O)c2ccc(NC(=O)CSc3nnc(-c4ccco4)n3Cc3ccco3)cc2)nc(C)n1	10	3	-1.5	/	7	4	11	95	-3	100
71	C=C(C)CSc1nc(C)c(Cc2ccccc2)c(=O)[nH]1	4	4	-0.2	-5	-7	3	-47	96	-1	87
72	Cc1ccc(C)n1NC(=O)c1ccccc1O	4	-1	-6.1	-6	-23	-5	-13	48	-1	55

# Shown in transposed form: entries from further up.
66) CCS(=O)(=O)NCCCc1ccccc1
71) C=C(C)CSc1nc(C)c(Cc2ccccc2)c(=O)[nH]1
Assay by compound	66	71
Measles CPE	22	4
NPY-Y2 antag	-2	4
MRP-1 activ	-0.8	-0.2
E-sel TNF inh	-27	-5
Yeast life ext	-19	-7
GALR2 blocker	-3	3
Yeast growth inh	-35	-47
HCT116 PTEN-null	83	96
Phagocyt inh	2	-1
bCat KO growth	83	87
